GSIS activator: GLuc luminescence reporter in INS-1E cells, primary screen for activators of glucose-dependent secretion of insulin. actives 0.61% (n = 370,000). INS-1E GLuc reporter insulin secretion, 2-3 h. activation, % at 16.6 µM;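 active = lowest replicate activation of at least 40%, so every replicate reaches that level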;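 also: 0% = median of neutral control wells and 100% = median of IBMX positive control wells; some compounds called inactive have numbers as strong as hits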
FN deposit inh: fibronectin deposition inhibition | AH1F fibroblasts, Alexa488-fibronectin deposition fluorescence, overnight | inhibition, % at 12.6 µM | actives 0.086% (n = 350,000);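 active = mean inhibition across replicates of 30% or more, regardless of how many single replicates reach that level; inconclusive = mean under 30% yet at least half of replicates reach 30%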;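 also: positive control wells lacked labelled fibronectin entirely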
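Assay system: AH1F fibroblasts / Quantity: 10000 cells per well / Medium: DMEM plus 2% serum, read in PBS / Reagent: labelled fibronectin 24 nM / Dosing: single dose, pinned / Times: 1 h cell attachment, overnight exposure to compound and label / Signal: fluorescence, ex 485 nm, em 525 nm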
PAX8 inh HTS: PAX8 transcriptional activity inhibition | AID 652154 | inhibition, % at 12.6 µM | RMG-I TPO-luciferase reporter, SteadyGlo, 24 h | actives 1.2% (n = 360,000);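 active = mean replicate inhibition at least 60% with every replicate also reaching 60%; inconclusive = only one of the two criteria is met; inactive = mean below 60% and not all replicates reaching 60%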;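 also: luciferase light reporting Pax8 driven TPO promoter activity; plate controls were median of neutral control wells for no effect and mitoxantrone controls for full effect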
CFTR F508del cor: correctors of CFTR F508del function in bronchial epithelial cells; activity (quench increase), % at 7.58 µM; actives 0.36% (n = 350,000); CFBE cells, YFP halide quenching; stimulated with forskolin plus potentiator P3; % fluorescence drop versus neutral controls;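 active = mean added fluorescence quench of at least 8% versus neutral control, with both replicates also reaching 8%; inconclusive = only one of the mean or replicate conditions met; inactive = mean below 8% and not both replicates reaching 8%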;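 also: cells transiently co-express mutant CFTR-F508del with the halide-sensitive YFP; corrector assay measuring rescue of mutant channel to the surface after 24 h compound exposure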
miR122 inh: blocks miR-122 activity in Huh7 sensor cells | Huh7 miR-122 Renilla luciferase sensor, 48 h; neutral wells = 0, positive control = 100 | activation (reporter increase), % at 12.5 µM | actives 0.3% (n = 340,000) | AID 602342;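 active = mean replicate activation score at least 90 and every replicate individually at or above 90; inconclusive = only one of the two criteria met; inactive = neither criterion met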;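 also: higher luciferase means less miR-122 activity so hits act as miR-122 inhibitors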
EWS-Fli block: inhibitors of EWS/Fli oncoprotein transcriptional activity; A673 NR0B1-luciferase reporter, viability-normalised; inhibition, % at 12.6 µM; actives 0.67% (n = 350,000);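 active = mean inhibition of at least 50% after viability correction, with every replicate also passing that limit; inconclusive = mean reaches 50% but only one of two replicates passes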;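 also: firefly luciferase signal divided by Alamar Blue viability fluorescence both relative to DMSO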
DENV2 CPE: inhibitors of DENV2 cytopathic effect; DENV2-infected cells, cytopathic effect rescue, plate reader; CPE inhibition, % at 9.99 µM; actives 1.7% (n = 350,000); AID 651640; in the data active = CPE inhibition above about 20%, passing the limit was not always enough; inconclusive = no clear call, values can overlap the other calls; tested in BHK-21 cells;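 also: 0% = median of neutral control wells and 100% = median of positive control wells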
* marks the source's active call; other numbers are inactive results; ? = inconclusive; · = not tested or not shown; [ ] = another dose, or the depositor's remark.

smiles | miR122 inh | FN deposit inh | DENV2 CPE | EWS-Fli block | GSIS activator | PAX8 inh HTS | CFTR F508del cor
O=C(CSc1ncn[nH]1)N1N=C2/C(=C\c3ccco3)CCCC2C1c1ccco1 (stereo not given) | 6 | -3 | -4 | 14 | · | -4 | -0.5
Cc1ccc2cc3cc(C(=O)NCCCN4CCCC4=O)oc3nc2c1 | -1 | 1 | -3 | -21 | 13 | -12 | -1.8
COCC(=O)Nc1ccc2c(c1)[C@@H]1C[C@@H](CC(=O)NCc3ccc4c(c3)OCO4)O[C@@H](CO)[C@@H]1O2 | -1[16.7 µM] | 3 | -3 | 6 | 6 | 2 | 0.1
CCn1cc(C(=O)NCc2ccco2)c(=O)c2cc(S(=O)(=O)N3CC(C)CC(C)C3)ccc21 (stereo not given) | 4 | -3 | · | · | · | 63* | ·
CN1CCN(C(c2ccc(C(F)(F)F)cc2)c2ccc3cccnc3c2O)CC1 (stereo not given) | · | -13 | 3 | 18 | -40 | 13 | 1.7
COc1ccc(CCNC(=O)C2CCN(C(=O)c3ccc([N+](=O)[O-])cc3)CC2)cc1 | -6 | 3 | -8 | -4 | -3 | -8 | ·
CN(C)c1ccc(C(=S)N2CCNCC2)cc1 | -7 | -18 | · | · | -4 | -4 | ·
COc1ccccc1N1CCN(C(=O)/C=C/c2ccc3c(c2)OCO3)CC1 | 1 | 9 | · | · | -6 | · | ·
CC1CCc2cc(F)cc3c(O)c(C(=O)NCCN(C)C)c(=O)n1c23 (stereo not given) | -6 | 3 | ? | 8 | -2 | 37 | 1.3
O=S1(=O)CC(N2CCC(Cc3ccccc3)CC2)CN1C1CCCC1 (stereo not given) | 2 | · | 8 | 5 | -31 | 14 | 0.1

Single records (already shown):
CN(C)c1ccc(C(=S)N2CCNCC2)cc1 is entered as miR122 inh: -7; FN deposit inh: -18; DENV2 CPE: ·; EWS-Fli block: ·; GSIS activator: -4; PAX8 inh HTS: -4; CFTR F508del cor: ·
CCn1cc(C(=O)NCc2ccco2)c(=O)c2cc(S(=O)(=O)N3CC(C)CC(C)C3)ccc21 (stereo not given) is entered as miR122 inh: 4; FN deposit inh: -3; DENV2 CPE: ·; EWS-Fli block: ·; GSIS activator: ·; PAX8 inh HTS: 63*; CFTR F508del cor: ·
CC1CCc2cc(F)cc3c(O)c(C(=O)NCCN(C)C)c(=O)n1c23 (stereo not given) is entered as miR122 inh: -6; FN deposit inh: 3; DENV2 CPE: ?; EWS-Fli block: 8; GSIS activator: -2; PAX8 inh HTS: 37; CFTR F508del cor: 1.3

(next part)
smiles | miR122 inh | FN deposit inh | DENV2 CPE | EWS-Fli block | GSIS activator | PAX8 inh HTS | CFTR F508del cor
COc1ccc(NC(=O)CN(C)CC(=O)Nc2cccc(C(C)=O)c2)cc1 | -1 | -5 | -5 | 2 | -4 | 7 | -1.7
Cc1cccc(C)c1NC(=O)CNC(=O)c1ccccc1 | -1 | 6 | -5 | 10 | 0 | 11 | -2.7
COC(=O)[C@@]12C[C@@H](CC(=O)N3CCSCC3)C(=O)N(CCc3ccc(OC)c(OC)c3)C1=CCC(C)(C)C2 | · | -2 | -5 | -3 | · | 13 | -2.0
COC(=O)c1c(C)[nH]c(C(=O)OCC(=O)N(CC(C)C)c2c(N)n(Cc3ccccc3)c(=O)[nH]c2=O)c1C | · | 9 | 9 | 7 | -7 | -4 | 1.1
CC1(C)CCCC2(C)C1CCC1(C)OC(=O)CCC12 (stereo not given) | 1 | · | -8 | -8 | 3 | · | -1.5
Cc1ccc(S(=O)(=O)N(C)C[C@H]2OCCCC[C@@H](C)Oc3ccc(NC(=O)c4ccncc4)cc3C(=O)N([C@H](C)CO)C[C@@H]2C)cc1 | -8[16.7 µM] | -3 | 3 | -8 | 4 | 3 | -0.2
COc1ccc(NC(=O)N(C)C[C@@H]2Oc3ccc(NS(=O)(=O)c4ccc(Cl)cc4)cc3C(=O)N([C@H](C)CO)C[C@H]2C)cc1 | 1[16.7 µM] | -3 | 2 | -3 | -13 | · | -0.7
CCOc1ccc(C(C)NC(=O)C2CCN(S(=O)(=O)c3ccc(OC)cc3)CC2)cc1OCC (stereo not given) | · | -13 | 0 | 9 | -9 | 0 | -1.1
O=C(C1CCCCC1)N1CCN(c2ccnc3cc(Cl)ccc23)CC1 | · | -3 | -4 | 22 | · | 12 | 1.3
COc1cccc(-c2c(C(=O)N/N=C(\C)c3cccnc3)nnn2-c2nonc2N)c1 | 17 | -11 | 15 | -17 | 7 | 0 | -1.4

Continued.
smiles | miR122 inh | FN deposit inh | DENV2 CPE | EWS-Fli block | GSIS activator | PAX8 inh HTS | CFTR F508del cor
CN(Cc1ccccc1)C(=O)c1ccc(Cc2cn(C)c3ccccc23)nc1 | 2 | 1 | 1 | 5 | -4 | 23 | -0.5
OCC[C@@H]1C[C@H](O)[C@@H](O)[C@]2(Cc3ccccc3CO2)O1 | -5 | -8 | -2 | -3 | 11 | 9 | -0.6
C[C@@H]1CN([C@@H](C)CO)S(=O)(=O)c2ccc(C#CCN(C)C)cc2O[C@H]1CN(C)S(=O)(=O)c1cccc(F)c1 | -21[16.7 µM] | 9 | -6 | 24 | -18 | 0 | -5.5
CC1CCN(c2ccc3nnc(CCC(=O)NCC(C)c4ccccc4)n3n2)CC1 (stereo not given) | 4 | -1 | -1 | 2 | -20 | 16 | -0.1
O=[N+]([O-])c1cc(S(=O)(=O)N2CCCC2)ccc1N/N=C/c1cccnc1 | -4 | 9 | · | · | 18 | -2 | ·
COCC(C)N=C1NN=C(c2c[nH]c3ccccc23)CS1 (stereo not given) | · | 0 | -5 | -12 | -2 | -48 | 0.4
COc1ccc2c(C)c(CCC(=O)NCCCN3CCCC3=O)c(=O)oc2c1C | -24 | · | 9 | -2 | 3 | · | 1.7
Nc1ccc(-c2nc3ccccc3o2)cc1 | -2 | 10 | 18 | -53 | -15 | -150 | -1.4
Cn1c(CCNC(=O)C2CCCCC2)nc2cc([N+](=O)[O-])ccc21 | · | 11 | 4 | -28 | -1 | 5 | -3.0
Nn1c(Cc2cccc3ccccc23)nnc1SCc1ccc(Cl)c(Cl)c1 | -6 | -7 | 16 | -7 | -44 | -19 | -1.9

Limited to CFTR F508del cor, DENV2 CPE and GSIS activator, for some of the entries so far:
Molecule | CFTR F508del cor | DENV2 CPE | GSIS activator
C[C@@H]1CN([C@@H](C)CO)S(=O)(=O)c2ccc(C#CCN(C)C)cc2O[C@H]1CN(C)S(=O)(=O)c1cccc(F)c1 | -5.5 | -6 | -18
CC1CCN(c2ccc3nnc(CCC(=O)NCC(C)c4ccccc4)n3n2)CC1 (stereo not given) | -0.1 | -1 | -20
O=[N+]([O-])c1cc(S(=O)(=O)N2CCCC2)ccc1N/N=C/c1cccnc1 | · | · | 18
COCC(C)N=C1NN=C(c2c[nH]c3ccccc23)CS1 (stereo not given) | 0.4 | -5 | -2
COc1ccc2c(C)c(CCC(=O)NCCCN3CCCC3=O)c(=O)oc2c1C | 1.7 | 9 | 3

Following part
smiles | miR122 inh | FN deposit inh | DENV2 CPE | EWS-Fli block | GSIS activator | PAX8 inh HTS | CFTR F508del cor
COc1cc(-c2cnc3c(NC=O)cc(-c4ccccc4Cl)cn23)cc(OC)c1OC | 90 | -22 | 18 | 45 | 10 | 76* | 4.0
CCNC(=O)NNC(=O)C1CC(c2cccs2)=NO1 (stereo not given) | -12 | · | 5 | 3 | -1 | -5 | 1.7
CCOc1cc(NC(=S)NCCc2ccccc2)c(OCC)cc1NC(C)=O | · | 3 | 18 | -3 | -9 | 17 | -2.1
CC(C)Cn1c(SCC(=O)NC2CC2)nc2ccccc21 | 7 | 6 | 1 | 6 | · | 3 | -1.1
CC(Oc1ccccc1F)c1nnc(SCC(=O)N(c2ccccc2)C2CCS(=O)(=O)C2)o1 (stereo not given) | · | 21 | 6 | 0 | 3 | 12 | -2.7
CCCC#Cc1ccc2c(c1)O[C@H](CN(C)C(=O)c1cnccn1)[C@@H](C)CN([C@@H](C)CO)S2(=O)=O | 32[16.7 µM] | -3 | 13 | -4 | -6 | · | 2.8

Ordered by formula weight (low to high): part of the list above
smiles | miR122 inh | FN deposit inh | DENV2 CPE | EWS-Fli block | GSIS activator | PAX8 inh HTS | CFTR F508del cor
CCOc1cc(NC(=S)NCCc2ccccc2)c(OCC)cc1NC(C)=O | · | 3 | 18 | -3 | -9 | 17 | -2.1
CC(Oc1ccccc1F)c1nnc(SCC(=O)N(c2ccccc2)C2CCS(=O)(=O)C2)o1 (stereo not given) | · | 21 | 6 | 0 | 3 | 12 | -2.7
CCCC#Cc1ccc2c(c1)O[C@H](CN(C)C(=O)c1cnccn1)[C@@H](C)CN([C@@H](C)CO)S2(=O)=O | 32[16.7 µM] | -3 | 13 | -4 | -6 | · | 2.8

Compound activity: PubChem, Broad Institute
